Screening results as filed in PubChem BioAssay.
FLuc inh counter = firefly luciferase enzyme inhibitors, primary screen, artefact control for luciferase-based inhibitor screens, biochemical, luminescence, ATPLite; inhibition, % at 10 µM; 1.5% of 200,000 active; Luciferin 4-monooxygenase (Photinus pyralis), P08659; 10 min;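 active means inhibition above about 50% when tested at 10 µM, limit read from the data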
Target sequence (P08659 whole entry, looked up): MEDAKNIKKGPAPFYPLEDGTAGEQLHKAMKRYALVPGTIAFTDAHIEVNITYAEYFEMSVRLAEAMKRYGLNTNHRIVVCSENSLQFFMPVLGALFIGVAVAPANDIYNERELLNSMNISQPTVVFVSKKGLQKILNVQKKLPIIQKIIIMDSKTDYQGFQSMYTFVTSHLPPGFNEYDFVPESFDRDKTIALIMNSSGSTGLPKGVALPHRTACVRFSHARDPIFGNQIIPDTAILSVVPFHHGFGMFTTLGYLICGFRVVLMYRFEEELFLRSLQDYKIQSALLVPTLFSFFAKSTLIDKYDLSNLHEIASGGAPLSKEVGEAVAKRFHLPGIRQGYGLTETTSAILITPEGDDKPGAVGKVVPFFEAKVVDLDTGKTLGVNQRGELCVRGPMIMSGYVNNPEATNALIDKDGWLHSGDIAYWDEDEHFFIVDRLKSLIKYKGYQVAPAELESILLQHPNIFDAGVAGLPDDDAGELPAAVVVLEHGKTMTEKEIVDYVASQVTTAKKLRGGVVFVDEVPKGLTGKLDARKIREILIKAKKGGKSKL
NF-kB neuron act = activators of NF-kB expression in neurons, primary screen, cell-based, HTS. human neuronal cells, NF-kB reporter expression; active compounds read high. fold change at 12.5 µM. 1.6% of 190,000 active. AID 1239, 2008; in the data active means fold change above about 3.3
PMI act = activators of human PMI, primary screen, biochemical, fluorescence intensity, near-Km mannose 6-phosphate; AID 1214, 2008; Mannose-6-phosphate isomerase (Homo sapiens), P34949; purified human PMI, coupled resazurin fluorescence, 20 min; active compounds read high; 1 = vehicle control, 0 substrate-free wells; 0.005% of 190,000 active; activation factor at 20 µM;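 active means activation factor of 2 or more at 20 µM, relative to plate controls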
Target sequence (P34949 whole entry, looked up): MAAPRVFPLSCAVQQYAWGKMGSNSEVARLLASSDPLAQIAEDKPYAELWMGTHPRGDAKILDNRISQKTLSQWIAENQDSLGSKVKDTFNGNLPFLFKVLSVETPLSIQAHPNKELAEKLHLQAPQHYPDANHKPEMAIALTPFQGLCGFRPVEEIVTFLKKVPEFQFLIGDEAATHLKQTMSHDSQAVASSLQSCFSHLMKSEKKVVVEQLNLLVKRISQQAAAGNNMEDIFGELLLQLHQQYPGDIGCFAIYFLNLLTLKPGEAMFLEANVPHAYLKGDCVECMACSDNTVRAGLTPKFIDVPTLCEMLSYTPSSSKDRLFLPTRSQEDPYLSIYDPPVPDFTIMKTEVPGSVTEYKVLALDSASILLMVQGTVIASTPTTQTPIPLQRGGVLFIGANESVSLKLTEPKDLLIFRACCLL
TNAP inh noacc = human TNAP enzyme inhibitors, primary screen, biochemical, luminescent, no phosphate acceptor, uHTS | purified TNAP, CDP-star luminescence, 30 min | inhibition, % at 20 µM | 0.26% of 200,000 active | AID 1012, 2008;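 active means tissue-nonspecific alkaline phosphatase inhibition above about 50% at 20 µM in the single-dose screen, limit read from the data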;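 further: 0% = DMSO negative control and 100% = EDTA positive control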
TNAP inh hi DEA = human TNAP enzyme inhibitors, primary screen, biochemical, luminescent, high phosphate acceptor level, uHTS | purified TNAP, CDP-star luminescence, 1 M DEA | inhibition, % at 20 µM | 0.03% of 200,000 active | AID 1135, 2008;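 active means over 50% inhibition of tissue-nonspecific alkaline phosphatase at 20 µM in the single-dose screen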;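 further: plate controls were DMSO wells for no effect and EDTA-quenched wells as full inhibition for full effect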
APP 5'UTR act = activators of APP 5'UTR luciferase reporter, primary screen, SH-SY5Y cells | SH-SY5Y APP 5'UTR luciferase reporter, luminescence; zero percent = DMSO vehicle wells | activation, % at 2 µM | 1% of 190,000 active | AID 1276, 2008;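 active means activation above a set limit, based on mean plus 3 SD of controls, cut at about 140% in these data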; further: values of inactives mirror those of a sister screen read the other way
PMI act hi M6P = human PMI activators, high substrate, primary screen, biochemical, fluorescence intensity, near-saturating mannose 6-phosphate; coupled PMI enzyme assay, resazurin fluorescence, 20 min; active compounds read high; 1 = untreated enzyme, 0 = substrate-free blank; AID 1216, 2008; Mannose-6-phosphate isomerase (Homo sapiens), P34949; activation factor at 20 µM; 0.34% of 190,000 active;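 active means activation factor of 2 or more at 20 µM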
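Test system: Human PMI in coupled enzyme assay | Input: 15 ng/mL PMI | Medium: HEPES-buffered pH 7.4 with magnesium and detergent | Compound: One concentration, 20 µM, in 1% DMSO | Incubation: Enzyme reaction with compound 20 min at room temperature | Detection: Diaphorase-driven resazurin-to-resorufin fluorescence, excitation 544, emission 590 nm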
TNAP act hiacc = TNAP activators at high phosphate acceptor level, primary screen, biochemical, luminescence, uHTS. AID 1136, 2008. activation factor at 20 µM. 200,000 tested, under 10 active. purified TNAP, CDP-star luminescence, 1 M DEA, 30 min; active compounds read high; 0 = EDTA background, 1 = DMSO-only activity;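 active means activation factor at least 2 at 20 µM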
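Dosing: 20 µM single point. System: human TNAP. Amount: TNAP 1/800 final. Incubation: 30 min, room temperature. Read-out: TNAP activation factor scaled between EDTA and DMSO control wells. Signal: luminescence from CDP-star hydrolysis. Medium: 1 M DEA, pH 9.8, Mg2+, Zn2+. Control set: EDTA negative control, DMSO positive control.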
bIAP act = bovine intestinal alkaline phosphatase activators, primary screen, biochemical, bovine IAP, CDP-star luminescence; 0.17% of 200,000 active; activation factor at 20 µM; purified bovine IAP, 30 min; active compounds read high; fold of DMSO-control signal, blank-subtracted;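 active means activation factor of 2 or more at 20 µM, a signal rise over negative controls twice the positive control's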
FLuc act counter = FLuc activators, initial screening, artefact control for FLuc-dependent activation tests, biochemical, ATPlite luminescence; ATPlite luciferase biochemical, 10 min; 0 = ATP-free wells, 1 = DMSO control; AID 1027, 2008; activation factor at 10 µM; 200,000 tested, under 10 active; Luciferin 4-monooxygenase (Photinus pyralis), P08659;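 active means luciferase activation factor, scaled between plate controls, of at least 2 with compound at 10 µM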
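Assay system – cell-free luciferase reagent · Medium – PBS-based ATP solution · Dosing – test compounds dosed from 2 mM stocks in 100% DMSO · Timing – 10 min, room temperature · Technique – light output (luminescence) · Measure – luminescence gain marking luciferase activators · Controls – No-ATP low control, compound-free enzyme-plus-ATP high control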
Starred values were filed as active, the others as inactive; . = not tested or not shown.

SMILES	FLuc inh counter	NF-kB neuron act	PMI act	TNAP inh noacc	TNAP inh hi DEA	APP 5'UTR act	PMI act hi M6P	TNAP act hiacc	bIAP act	FLuc act counter
COCC1CCN(Cc2cn[nH]c2-c2cc3ccccc3o2)C1 (configuration not stated)	-4	1.2	.	0	0	-14	.	1	1.2	1
COc1ccc(Nc2nnc(SCC(=O)NC(=O)Nc3ccc4c(c3)OCCO4)s2)cc1	-2	1.5	1	-7	-4	16	1	1	1.1	1
O=C1CNC(=O)/C1=C\N1CCN(C(c2ccccc2)c2ccccc2)CC1	-6	1.4	0.9	-13	-4	0	0.8	1	0.9	1.1
CCC(O)c1cc2c(cc1NC(=O)c1cccs1)OCCO2 (configuration not stated)	-4	1.1	1	-12	-2	-2	1	1	0.9	1
Cc1cc(C)n2cc(COc3ccc4ccccc4c3)nc2n1	37	8*	1	-10	-6	146*	0.9	1.1	0.9	0.6
CC(=O)N1CCOCCOCCN(C(C)=O)CCOCCOCC1	-7	1	1	-8	-7	8	1	1.1	1.2	1.1
CCN(CC)C(=S)NC(=O)c1cccnc1	-10	1.1	0.8	-5	-3	14	0.9	1	1.2	1.1
Cc1ccc(Nc2nnc(C(C)(C)C)c(=O)n2N)cc1	3	1	1	-4	1	12	1	1	0.8	1
COc1ccc(-n2c(C)nn(CC3CC3)c2=O)cc1	-5	1.1	1.1	-11	-4	-2	1	1	1	1.1
COc1ccccc1NC(=O)c1ccc(NC(=O)COC(=O)C2CC2C)cc1 (configuration not stated)	0	1	1.1	-7	-4	8	1	1	0.9	1
Cn1cnnc1SCC(=O)NNC(=O)c1ccc(Cl)cc1	-3	1.2	1	-12	-4	-5	1	1	0.9	1
C=CCn1c(O)c(N=NC(=S)Nc2cccc(OC)c2)c2ccccc21	-8	1.2	1.1	23	19	-35	1.1	0.8	0.9	1.1
COc1cc(NS(=O)(=O)c2ccc(N=Cc3c(C)[nH]n(-c4ccccc4)c3=O)cc2)nc(OC)n1	2	1.1	0.9	-9	-5	-2	0.9	1	1	1
CCN(CC)S(=O)(=O)c1ccc(OC)c(NS(=O)(=O)c2cccc(C(=O)O)c2)c1	-7	1	1.2	2	-3	6	1.1	1	0.9	1.1
c1ccc(-c2csc3nnc(SCc4ccc5c(c4)OCCO5)n23)cc1	-7	0.92	1	-16	-4	0	0.9	1	0.9	1.1
O=C(NCc1ccccn1)C1CCN(Cc2cnn(-c3ccccc3)c2-n2cccc2)CC1	5	0.96	1	-5	-1	8	1	1	0.7	1
Cc1cccc(-n2c(SCN3C(=O)c4ccccc4C3=O)nc3ccccc3c2=O)c1	-7	1.1	0.8	1	-2	-11	0.9	1	0.7	1.1
Nn1c(SCC(=O)NC(=O)NCc2ccco2)nnc1-c1ccc(OC(F)F)cc1	-7	0.81	0.9	-4	-4	8	0.9	1	1	1.1
Cc1cc(C(F)(F)F)c2c(N)c(C(=O)Nc3cc(C)on3)sc2n1	-1	1.2	1.2	-10	-3	78	1.2	1	1	1
CN(CCO)c1cc(NCCCN2CCC(Cc3ccccc3)CC2)c2nonc2c1[N+](=O)[O-]	0	1.2	0.9	2	9	5	0.7	0.9	1	1

Gathered by group: those above containing fluorine
SMILES	FLuc inh counter	NF-kB neuron act	PMI act	TNAP inh noacc	TNAP inh hi DEA	APP 5'UTR act	PMI act hi M6P	TNAP act hiacc	bIAP act	FLuc act counter
Nn1c(SCC(=O)NC(=O)NCc2ccco2)nnc1-c1ccc(OC(F)F)cc1	-7	0.81	0.9	-4	-4	8	0.9	1	1	1.1
Cc1cc(C(F)(F)F)c2c(N)c(C(=O)Nc3cc(C)on3)sc2n1	-1	1.2	1.2	-10	-3	78	1.2	1	1	1

Remaining list, next part
SMILES	FLuc inh counter	NF-kB neuron act	PMI act	TNAP inh noacc	TNAP inh hi DEA	APP 5'UTR act	PMI act hi M6P	TNAP act hiacc	bIAP act	FLuc act counter
CCOC(=O)C1(C)C=C(Nc2ccc(O)cc2)C(=O)N1c1ccc(O)cc1 (configuration not stated)	3	2	0.7	-4	2	11	0.4	1	1.1	1
CC(=O)c1cnc(-c2ccccc2)s1	1	1.3	1.1	-4	-2	-5	0.9	1	1.1	1
CCC1CCCCN1C(=O)CSc1nnc(-c2ccc(OC)cc2)o1 (configuration not stated)	-4	0.97	1	-12	-2	-2	1.1	1	1	1
Cc1ccc(NC(=O)[C@@H](NC(=O)c2cccc(S(=O)(=O)N3CCOCC3)c2)C(C)C)cc1C	-3	0.74	0.9	-2	-2	13	0.9	1	1.4	1
Cc1ccn(C(=O)c2ccc(NC(=O)CC(C)C)cc2)n1	8	0.94	1	-13	-8	0	1	1.1	0.9	0.9
O=[N+]([O-])c1ccccc1/C=N/Nc1nnc(-c2ccccc2)c(-c2ccccc2)n1	-8	1.4	1.1	0	8	-4	1	0.9	1.2	1.1
Cc1ccc(NS(=O)(=O)c2ccc(NC(=O)[C@@H]3CCCC[C@@H]3C(=O)O)cc2)c(C)c1	-2	1.2	1.1	16	8	11	1.1	0.9	1	1
CCOc1ccc(NC(=O)COn2nnc3ccc(S(=O)(=O)N4CCOCC4)cc32)cc1	-4	0.93	1	-4	0	-11	1	1	1.1	1
COc1cccc(N2C(=O)C3ON(c4ccccc4)C(c4cccs4)C3C2=O)c1 (configuration not stated)	-4	1.1	0.9	-12	-2	6	0.8	1	0.9	1
CC1CN(CC(O)COC(c2ccc(Cl)cc2)c2ccc(Cl)cc2)CC(C)O1 (configuration not stated)	-2	0.76	1	-11	0	3	1.1	1	0.7	1
Cc1ccc(NS(=O)(=O)c2ccc(CCC(=O)NCc3cccnc3)cc2)cc1	-3	0.74	1	-10	-4	10	1	1	1.1	1
CC(C)c1ccc(O)c(NC(=S)NC(=O)CCc2ccccc2)c1	-2	0.94	0.9	-32	2	1	0.9	1	0.9	1
CC1(C)CC(=O)C(/C=N/c2ccccn2)=C(O)C1	5	1.1	1	-10	-2	1	1.1	1	1	1
CCOC(=O)C1(Cc2cccc(F)c2)CCN(Cc2ccon2)CC1	-7	1.2	0.9	-10	-7	30	1	1.1	1.1	1.1
CCOC(=O)c1cnc(SCC(=O)Nc2ccccc2C(=O)OC)nc1N	-5	0.9	0.9	-3	2	-22	1	1	1	1.1
Cc1ccc(C(=O)N/C(=C\c2cccnc2)c2nc3ccccc3[nH]2)cc1	-4	1.4	1	-14	-2	2	1	1	0.9	1
CC(NS(C)(=O)=O)C(c1cccs1)N1CCN(C)CC1 (configuration not stated)	2	1.5	0.9	-3	1	6	0.9	1	0.9	1
Cc1ccc(NCCC(=O)c2cccs2)cc1C	38	1.6	1	-15	-3	82	0.9	1	1	0.6
CC(=O)N1CCN(C(=O)c2ccc(Oc3ccccc3)cc2)CC1	-3	0.98	1.1	-13	-3	8	1	1	0.9	1
CCN(CC)c1ccc(/C=N/NC(=S)NC)c(O)c1	4	5.9*	0.8	-38	-4	-13	0.8	1	1.1	1

2 records picked at random from the list so far, as already listed:
SMILES	FLuc inh counter	NF-kB neuron act	PMI act	TNAP inh noacc	TNAP inh hi DEA	APP 5'UTR act	PMI act hi M6P	TNAP act hiacc	bIAP act	FLuc act counter
CN(CCO)c1cc(NCCCN2CCC(Cc3ccccc3)CC2)c2nonc2c1[N+](=O)[O-]	0	1.2	0.9	2	9	5	0.7	0.9	1	1
CCOC(=O)c1cnc(SCC(=O)Nc2ccccc2C(=O)OC)nc1N	-5	0.9	0.9	-3	2	-22	1	1	1	1.1

(cont.)
SMILES	FLuc inh counter	NF-kB neuron act	PMI act	TNAP inh noacc	TNAP inh hi DEA	APP 5'UTR act	PMI act hi M6P	TNAP act hiacc	bIAP act	FLuc act counter
Cc1cc(C)nc(NS(=O)(=O)c2ccc(NC(=O)c3ccc(S(=O)(=O)N4CC(C)OC(C)C4)cc3)cc2)n1 (configuration not stated)	-1	1	0.9	14	4	32	1	1	1.1	1
COc1ccc(/C=N/NC(=O)c2cccc(NC(=O)c3ccc(Cl)cc3)c2)c(OC)c1	3	1.1	1	3	-5	-14	1	1	1.1	1
COC(=O)CSc1nc(SCc2ccc(C)cc2)nc2c1CCCC2	-4	0.99	0.9	-9	-3	-15	0.9	1	1	1
Cc1nn(Cc2c(Cl)cccc2Cl)c(C)c1NC(=O)c1cnn2c(C(F)F)cc(-c3ccccc3)nc12	-7	0.82	0.8	-9	-5	2	0.9	1	1.1	1.1
Cc1cc(C)c(C(=O)CSc2nnc(N)s2)c(C)c1	-7	1.1	1.1	6	-3	-19	1.1	1	1	1.1
CCOc1cccc2sc(N(CCN(C)C)C(=O)c3ccc(Br)s3)nc12	-5	1.1	1.3	-7	3	-11	1.3	1	0.9	1.1
Cc1ccc(-n2c(C)cc3c2CC(C)(C)CC3=O)cc1C	-8	0.82	1	-13	-9	2	1	1.1	0.9	1.1
O=C(CSc1ccc2nnc(-c3ccncc3)n2n1)NCc1ccco1	0	1.4	0.9	-15	0	-10	1	1	1	1
COc1ccc(-c2nnc(SCc3c(C)noc3C)n2N)cc1OC	-6	0.83	0.9	-7	-1	-11	0.9	1	1	1.1
Cc1cccc(-n2ncc3c(N4CCCC4)ncnc32)c1	87*	4.8*	1	-5	1	138*	1	1	0.9	0.1
COc1ccc(-c2cnn3c4c(c(C)nc23)CCN4C(C)C)cc1OC	10	1.3	0.8	-3	-1	.	0.8	1	0.8	0.9
Cc1nccc(-c2ccc(-n3c(C)ccc3C)cc2)n1	-7	1.2	1	-3	-4	-3	1	1	0.9	1.1
Cc1nc(N2CCC(C)CC2)c2nnn(Cc3ccccc3)c2n1	3	1.4	1.1	0	-4	-5	1.1	1	1.1	1
CSc1nc(C)c(CCOC(=O)c2ccccc2)c(=O)[nH]1	-4	1.4	0.9	-6	0	4	0.9	1	1.1	1
C=CCOc1ccccc1CN1CCCC(CCC(=O)N(C)CCc2ccccn2)C1 (configuration not stated)	-4	0.81	0.9	-14	-10	0	0.9	1.1	1.2	1
O=C(Nc1ccccc1Oc1ccccc1)c1ccc(Br)o1	-4	1.1	0.9	-9	-4	6	0.9	1	0.9	1
Cn1c(SCc2ccccc2)nnc1-c1cnccn1	3	1.6	0.9	0	4	-1	0.9	1	1	1
Cc1c(NC(=O)c2cc(-c3ccc4c(c3)OCO4)on2)c(=O)n(-c2ccccc2)n1C	-1	0.91	0.9	-6	-1	-16	0.8	1	0.9	1
CC(=O)Nc1ccc(S(=O)(=O)NNC(=O)COc2ccc(C)cc2)cc1	-3	1.5	1	-2	1	3	1	1	1	1
CCc1c(O)nc(SCC(=O)Nc2ccccc2)n(-c2ccccc2)c1=O	-3	1.2	1	-20	-9	0	1	1.1	0.9	1
